Screening results from PubChem.
GSTO1 counter: blocks human GSTO1 in RBBP9 counter-screen. P78417. recombinant GSTO1, activity-based probe fluorescence polarization. inhibition, % at 5.96 µM. 300,000 tested, 1.1% active. AID 1974;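 active means inhibition above the campaign mean inhibition plus 3 SD, cut at about 35% in these data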;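 further: 0% = GSTO1-1 with DMSO and 100% = wells lacking GSTO1-1 enzyme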
MEX-5 binding: C. elegans MEX-5 TCR-2 RNA binding activity; MEX-5/FITC-TCR2 RNA binding, fluorescence polarization; active compounds read low; activity score (negative = inhibition of binding), % at 10 µM; 300,000 tested, 0.38% active; AID 1832;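 active means inhibition past about -25% in most replicates, and total fluorescence under double the plate's negative control median, limit read from the data; inconclusive means replicates evenly split on the limit, or fluorescence at least double controls; inactive means too little inhibition in most replicates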;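 further: 0% = DMSO and -100% = 5 µM competing unlabeled TCR2 RNA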
Bcl-xL primary: blocks human Bcl-xL binding to Bim BH3 peptide; Q07817; GST-Bcl-xL / FITC-Bim BH3 peptide fluorescence polarization; inhibition, % at 10.9 µM; 320,000 tested, 0.7% active; AID 2129;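 active means inhibition above the mean of all tested compounds plus 3 SD, cutoff set per campaign, cut at about 30% in these data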;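 further: 0% = DMSO wells and 100% = unlabeled Bim-BH3 peptide competitor; inhibitors lower millipolarization by displacing the labeled peptide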
Target sequence (Q07817 whole entry, looked up): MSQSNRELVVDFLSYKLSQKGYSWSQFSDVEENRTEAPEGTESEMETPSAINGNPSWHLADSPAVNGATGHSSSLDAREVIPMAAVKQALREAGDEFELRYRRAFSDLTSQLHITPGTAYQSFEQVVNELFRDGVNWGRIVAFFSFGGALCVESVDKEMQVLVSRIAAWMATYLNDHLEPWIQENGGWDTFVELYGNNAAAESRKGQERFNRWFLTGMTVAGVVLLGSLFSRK
GLD-1 TGE inh: GLD-1-TGE RNA interaction inhibition (C. elegans); Q17339; purified GLD-1 + fluorescein TGE RNA, fluorescence polarization; inhibition, % at 5.96 µM; 320,000 tested, 0.44% active;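 active means percent inhibition above a per-plate cutoff, the plate mean of test compounds plus 3 SD, cut at about 30% in these data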;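 further: 0% = DMSO wells with GLD-1 and probe and 100% = wells lacking GLD-1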
Fam108B counter: counter-screen for RBBP9 inhibitors: inhibitors of mouse Fam108B; recombinant Fam108B, FP-Rh probe fluorescence polarization; inhibition, % at 9.51 µM; 300,000 tested, 0.33% active; AID 1947;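 active means inhibition above the screen mean inhibition plus 3 SD, computed separately per campaign, cut at about 18% in these data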;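 further: inhibitors lower polarization as less probe binds the enzyme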
PAD4 FP inh: inhibitors of human PAD4. 330,000 tested, 0.41% active. Q9UM07. inhibition, % at 6.36 µM. recombinant PAD4, RCA probe fluorescence polarization;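 active means percent inhibition above a cutoff equal to the mean of all tested compounds plus 3 SD, cut at about 15% in these data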;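 further: 0% = PAD4 with RCA probe and DMSO and 100% = probe without PAD4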
Target sequence (Q9UM07 whole entry, looked up): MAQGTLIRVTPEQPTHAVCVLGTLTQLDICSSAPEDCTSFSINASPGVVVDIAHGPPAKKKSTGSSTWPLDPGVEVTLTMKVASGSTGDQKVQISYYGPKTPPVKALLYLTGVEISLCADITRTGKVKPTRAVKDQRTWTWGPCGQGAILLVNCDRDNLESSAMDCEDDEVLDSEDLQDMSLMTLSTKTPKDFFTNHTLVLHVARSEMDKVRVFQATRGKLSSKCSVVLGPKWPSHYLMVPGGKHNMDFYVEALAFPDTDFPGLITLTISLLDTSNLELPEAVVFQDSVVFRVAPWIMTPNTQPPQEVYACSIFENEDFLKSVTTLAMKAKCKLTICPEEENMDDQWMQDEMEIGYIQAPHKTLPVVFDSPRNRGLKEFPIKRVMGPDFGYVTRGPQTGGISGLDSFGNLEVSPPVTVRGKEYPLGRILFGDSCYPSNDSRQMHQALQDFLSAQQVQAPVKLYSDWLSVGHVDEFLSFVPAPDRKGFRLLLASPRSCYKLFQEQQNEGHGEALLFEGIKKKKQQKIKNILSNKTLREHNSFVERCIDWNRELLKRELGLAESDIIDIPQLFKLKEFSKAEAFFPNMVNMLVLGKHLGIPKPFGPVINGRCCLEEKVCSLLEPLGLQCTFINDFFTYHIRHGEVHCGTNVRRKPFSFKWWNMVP
PME-1 primary: blocks human protein phosphatase methylesterase 1; Q9Y570; recombinant PME-1, FP-Rh probe fluorescence polarization; inhibition, % at 5.9 µM; 320,000 tested, 0.53% active; AID 2130;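 active means inhibition above the campaign mean of all compounds plus 3 SD, cut at about 26% in these data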;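 further: competitive labeling of PME-1 active site by serine hydrolase directed probe; 0% = PME-1 with DMSO and 100% = wells lacking PME-1 enzyme; inhibitors block probe labeling so polarization falls and inhibition rises; many of its hits are not listed in these tables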
TPT1 inhibitor: C. albicans TPT1 enzyme inhibition; recombinant caTPT1, FP RNA substrate dephosphorylation; inhibition, % at 5 µM; AID 1962; 300,000 tested, 0.81% active;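 active means inhibition above the mean of all tested compounds plus 3 SD, set per screening campaign, cut at about 24% in these data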;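 further: plate controls were DMSO alone for no effect and ferristatin control at 100 nM for full effect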
MCL1 BIM primary: MCL1-BIM-BH3 interaction inhibition (human); 320,000 tested, 0.68% active; GST-MCL1 / FITC-Bim-BH3 fluorescence polarization; inhibition, % at 10.9 µM;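 active means inhibition above the mean inhibition of all tested compounds plus 3 SD, set per campaign, cut at about 40% in these data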;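 further: 0% = DMSO wells and 100% = unlabeled Bim-BH3 peptide control; higher means more loss of mP so more displacement of Bim peptide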
* marks the source's active call; other numbers are inactive results; ? = inconclusive; nt = no result given. Only part of the results is shown, so the mix of outcomes need not match the whole.

SMILES	GSTO1 counter	MEX-5 binding	Bcl-xL primary	GLD-1 TGE inh	Fam108B counter	PAD4 FP inh	PME-1 primary	TPT1 inhibitor	MCL1 BIM primary
CCOc1ccc(S(=O)(=O)NC(C)C(=O)NCc2cccnc2)cc1 (configuration not stated)	2	0.7	-1	4	1	-5	-3	-5	22
COc1ccc(C(=O)CCN2CCC(C)CC2)cc1	-2	1.1	4	4	-1	1	-6	-5	-2
COc1ccccc1C(=O)Nc1ccc(S(=O)(=O)N2CCC(C)CC2)cc1	2	-0.4	8	4	-3	3	6	-2	5
COc1ccc(/C(C)=C2\SC(=S)N(CCC(=O)O)C2=O)cc1	12	0.6	6	-2	-2	-22	3	0	12
CC1CCN(C(=O)Cc2nn(C)c(=O)c3ccccc23)CC1	-3	-2.1	-4	-4	5	-3	1	2	2
CCC(C)OC(=O)C[N+](C)(C)CCOC1CC2CCC1(C)C2(C)C (configuration not stated)	0	1.0	6	-1	1	2	4	-9	5
COc1ccc(N(CC(=O)Nc2cccc(F)c2)S(=O)(=O)c2c(C)[nH]c(=O)[nH]c2=O)cc1	7	-2.6	4	0	2	-4	-5	0	5
CCOC(=O)C(=CNc1ccc(NC2=NCC(C)S2)cc1)C(=O)OCC (configuration not stated)	-5	-2.2	4	3	0	-1	-5	5	0
Cc1cccc(C)c1N1CCN(S(=O)(=O)c2ccccc2)CC1	2	-0.1	6	0	-1	-7	-9	0	-4
COC(c1ccccc1)c1nnc(CCC(=O)N(C)Cc2cccc(-n3cccn3)c2)o1 (configuration not stated)	0	-2.3	5	2	-1	-9	2	-1	3
CCN(CC)C(=O)c1ccc(Cn2cc([N+](=O)[O-])cn2)o1	9	0.9	6	10	1	-1	-1	-5	9
CCCCn1c(=O)[nH]c(=O)c2c1nc(-c1cc(Br)ccc1OC)n2C	6	-2.4	2	-3	-1	-7	-6	0	4
Cc1ccc([N+](=O)[O-])c(C(=O)N/N=C/c2cccs2)c1	2	-0.8	5	2	5	4	2	-1	8
COCc1ccc(CN2CCC(N3CCC(C(=O)N4CCCC4)CC3)CC2)o1	6	-1.6	1	-2	0	-5	-12	1	-3
Cc1ccc(N(C(=O)CNC(=O)c2ccco2)C(C(=O)NCC2CCCO2)c2ccccc2)cc1C (configuration not stated)	-1	1.5	4	0	1	-2	-2	0	-1
CCOc1ccc(C(=O)C(C)=O)c(OCC)c1	-3	1.1	-1	-1	-5	-4	-2	-4	-4
COc1ccccc1NCCC#N	-2	-0.8	4	2	1	0	-1	-3	5
CN(C)C(=O)N1CCC(C(=O)N2CCCC(C(=O)c3ccc(C(C)(C)C)cc3)C2)CC1 (configuration not stated)	6	4.9	4	3	2	2	3	-2	6
COC(=O)c1c(NC(=O)/C=C/c2ccc3c(c2)OCO3)sc(C)c1C	-3	-0.4	-2	2	0	3	-2	-4	2
Cc1ccc(NC(=S)N2CCC(O)CC2)c(C)c1	2	-2.0	1	3	-2	-3	1	-2	13
CCC(C)c1ccccc1NC(=O)c1cccnc1 (configuration not stated)	2	2.6	7	-1	-3	-3	0	-1	-3
O=C(NNC(=O)c1ccccc1F)C1=NN(c2ccccc2)C(=O)CC1	-2	-0.3	1	-7	0	-4	-6	1	-3
CC1=CC(C)(C)NC(=S)N1c1ccc(C)cc1	0	1.9	3	4	-3	-3	-4	-1	7
COc1cccc(N(C(=O)c2ccco2)C(C(=O)NC2CCCC2)c2ccc(N3CCOCC3)cc2)c1 (configuration not stated)	1	1.2	-3	-8	-2	-8	-2	-1	-2
Cc1onc(-c2ccccc2Cl)c1C(=O)NCc1nc(-c2ccccc2)no1	-7	nt	-2	-3	-3	-3	7	-2	0
CCOc1ccc(NC(=O)COC(=O)CCN2C(=O)C3CC=CCC3C2=O)cc1OCC (configuration not stated)	nt	nt	-6	3	nt	-4	5	nt	-10
COc1ccc(CSc2nc(O)cc(=O)n2CC(C)C)cc1F	1	-1.0	-3	8	-6	-2	-14	0	-3
COc1ccc(OC)c(NC(=O)c2ccc3c(c2)CCN3S(C)(=O)=O)c1	4	-1.9	4	7	3	4	1	-2	8
CCOc1ccccc1NC(=O)CSc1nnc2ccc(-c3cccnc3)nn12	6	-0.8	-7	5	4	5	1	3	-12
Cc1ccc(N2C(=O)c3ccccc3C2=O)cc1	3	0.6	-10	-1	-3	-8	-2	4	-7
CCOC(=O)c1c(CSc2cccs2)n(C)c2cc(Br)c(O)c(CN(C)C)c12	5	-2.4	15	-6	3	0	3	1	10
CCOc1ccccc1N1CCN(Cc2ccco2)CC1	8	-1.9	4	4	2	-2	-6	-5	3
CCOC(=O)C1(CC2CC2)CCN(Cc2cn(C)c3ccccc23)CC1	3	0.4	0	3	-1	-4	-6	-1	0
COc1ccc(OC)c(CCNC(=O)CC2(CC3=NS(=O)(=O)c4ccccc4N3)CCCC2)c1	6	1.6	2	-7	1	4	4	0	0
CCO[C@@H]1OC(C(=O)NCc2nc3ccccc3[nH]2)=C[C@H](c2csc3ccccc23)[C@H]1CCCO	-2	6.8	3	-2	1	-1	1	-3	3
COc1cccc(N(C(=O)Cn2nnc(-c3cccs3)n2)C(C(=O)NC(C)C)c2ccc(C)o2)c1 (configuration not stated)	-1	0.3	6	10	-5	-1	-3	0	4
CN(C)c1c(N)c(=O)oc2ccccc12	22	-1.1	0	6	4	2	0	2	-1
CN(C)S(=O)(=O)c1ccc2c(c1)C(=O)c1cc(S(=O)(=O)N(C)C)ccc1CC2	nt	nt	0	10	nt	-3	26	nt	1
CC(=O)Nc1ccc(OCCC[n+]2cccc(C(=O)[O-])c2)cc1	-9	-2.8	5	4	5	-2	1	-7	0
c1ccc2sc(N3CCCN(Cc4nc(-c5cnccn5)no4)CC3)nc2c1	12	1.7	7	-10	2	-2	-2	-3	11
Cc1ccc2cc(CN(Cc3ccco3)S(=O)(=O)c3c(C)ccc4nsnc34)c(=O)[nH]c2c1	3	2.7	7	1	0	-4	-9	1	12
OCCC1CN(CC#Cc2ccccc2)CCN1C1CCCC1 (configuration not stated)	-6	-1.4	1	-6	1	-1	1	0	3
Fc1ccc(NC(=S)N2CCCC2)cc1Cl	-8	2.7	2	-4	-3	5	-4	0	6
CSc1nc2nc3c(c(=O)n2[nH]1)CN(Cc1ccccc1)CC3	-8	-1.4	13	8	1	5	-5	1	10
CCS(=O)(=O)N1CCC(C(=O)Nc2cccc(F)c2)CC1	-3	-1.3	2	-1	-2	1	-8	-6	5
COc1cc(S(=O)(=O)NCC2CCCO2)ccc1Br (configuration not stated)	-1	1.8	2	6	2	2	10	2	2
Cc1ccc(NS(=O)(=O)c2cccs2)cc1S(=O)(=O)N1CCCCCC1	-2	0.2	3	-4	5	-5	2	-4	1
CCN(CC)S(=O)(=O)c1ccc(N2CCOCC2)c(NC(=O)Cc2ccccc2F)c1	-6	0.7	3	3	4	-1	7	-1	3
O=C(Nc1ccc(CN2CCOCC2)cc1)c1ccc(N2CCCC2)c([N+](=O)[O-])c1	-5	-1.0	7	4	-4	-2	-1	0	0
O=c1c2c3c(sc2nc2n1CCC2)CCCC3	5	-1.0	0	-3	1	-2	7	0	-3
CCOC(=O)N1CCN(C(=O)c2ccc(Cl)c(S(=O)(=O)N3CCCC3)c2)CC1	3	-0.5	5	-1	5	0	5	-4	9
CCOc1ccc(OCC)c(NC(=O)CN(C)S(=O)(=O)c2cnc[nH]2)c1	7	-0.5	2	-11	-1	-2	0	-5	-5
CC(C)COC(=O)N1CCN(S(=O)(=O)c2ccc3c(c2)CCC3)CC1	nt	nt	0	1	nt	-2	10	nt	-4
Cc1cc(NC(=O)CSCC(=O)Nc2cc(C(F)(F)F)ccc2N2CCCC2)no1	19	-0.3	4	0	2	-4	9	-1	2
Cc1ccc(OCC(=O)N/N=C/c2cccn2C)cc1	2	2.1	5	4	1	-1	3	-5	7
O=C(N/N=C/c1ccc([N+](=O)[O-])o1)c1ccncc1	22	-5.3	10	-3	-3	-8	0	4	16
O=C(COC(=O)c1ccccc1)Nc1ccc(Cl)cn1	-4	1.2	0	2	-1	0	-4	-8	-3
CCc1nnc(NC(=O)C2CC(=O)N(c3ccc4c(c3)OCCO4)C2)s1 (configuration not stated)	-1	-2.1	0	2	-2	2	-1	2	-16
CC(NC(=O)c1ccccc1F)C(=O)O (configuration not stated)	-4	-3.8	0	12	4	-1	0	4	-2
Cc1ccc(NC(=O)c2ccc(NCC3CCCO3)c([N+](=O)[O-])c2)cc1Cl (configuration not stated)	-8	1.7	6	-1	1	1	-5	7	-6

One compound at a time (already shown). Order of screens: GSTO1 counter | MEX-5 binding | Bcl-xL primary | GLD-1 TGE inh | Fam108B counter | PAD4 FP inh | PME-1 primary | TPT1 inhibitor | MCL1 BIM primary
Cc1ccc([N+](=O)[O-])c(C(=O)N/N=C/c2cccs2)c1 across the screens: 2 | -0.8 | 5 | 2 | 5 | 4 | 2 | -1 | 8
Cc1cccc(C)c1N1CCN(S(=O)(=O)c2ccccc2)CC1 across the screens: 2 | -0.1 | 6 | 0 | -1 | -7 | -9 | 0 | -4

(list continues)
SMILES	GSTO1 counter	MEX-5 binding	Bcl-xL primary	GLD-1 TGE inh	Fam108B counter	PAD4 FP inh	PME-1 primary	TPT1 inhibitor	MCL1 BIM primary
Cc1cc(=O)oc2c3c(cc(OCC(=O)Nc4ccc(CCO)cc4)c12)OC(C)(C)CC3	-11	4.8	0	1	-5	6	-4	0	0
CC(CC(=O)NC(C)c1ccc2c(c1)OCCO2)c1ccccc1 (configuration not stated)	3	0.9	9	5	3	1	2	2	5
O=[N+]([O-])/C=C/c1cn(Cc2ccc(Cl)cc2)c2ccccc12	5	-4.2	-4	-11	-20	-8	-27	20	-22
Cn1c(=O)c(-[n+]2ccccc2)c([O-])c2ccccc21	8	-3.1	6	-1	1	0	1	-3	3
COCCn1c(SCC(=O)N(C(C)C)C(C)C)nnc1-c1cc2ccccc2cc1O	-1	2.5	0	5	0	4	-3	2	-3
CCC1CSC(Nc2ccc(C(=O)/C=C/c3ccc(Br)cc3)cc2)=N1 (configuration not stated)	-16	-1.9	1	0	-20	2	-24	-2	6
O=C1CCC2(C(=O)O)Sc3ccccc3N12 (configuration not stated)	-2	3.2	10	0	9	-2	3	0	6
O=C1CCCCN1CCC(=O)N1CCCC(Nc2ccccc2)C1 (configuration not stated)	-8	1.1	2	-4	2	4	0	-3	1
O=S(=O)(c1ccccc1)n1c(C(O)c2ccccn2)cc2ccccc21 (configuration not stated)	-1	0.9	3	-5	10	4	1	0	35
CC1(C)c2[nH]c3ccccc3c2C[C@@H]2C(=O)N(Cc3ccccc3Cl)C(=O)N21	0	-2.9	4	11	-2	5	-6	-1	-2
Cc1ccc(S(=O)(=O)N(CC(O)CN2C(=O)NC(C)(C)C2=O)c2ccccc2)cc1 (configuration not stated)	0	-0.9	-1	6	4	-5	-2	2	-5
COc1ccc(OC)c(S(=O)(=O)n2cnc3ccccc32)c1	-3	2.1	7	8	3	-2	0	1	2
Cc1onc(C(=O)Nc2ccc3c(c2)OCO3)c1[N+](=O)[O-]	17	0.1	1	0	1	-8	-3	3	5
Fc1ccccc1NC(=S)N1CCN(C/C=C/c2ccccc2)CC1	2	1.3	2	-2	-1	-1	1	1	-2
Cc1cccc(S(=O)(=O)C(C#N)c2nc3ccccc3nc2N2CC(C)OC(C)C2)c1 (configuration not stated)	4	?	10	22	2	-3	9	1	14
CCn1c(O)c(C=NCCN2CCOCC2)sc1=S	5	1.4	5	1	5	-13	-2	8	11
